Assay outcomes from PubChem BioAssay.
HTR5A ag ctr: activates human HTR5A in OPRM1-OPRD1 agonist counter-screen. HTR5A agonist assay, luminescence, cell-based. activation, % at 9.3 µM. P47898. 0.61% of 340,000 active; in the data active means activation mostly above about 9.5%, no sharp cut-off; inactive means mostly below about 7.6%;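 further: 0% = cells with vehicle only and 100% = reference agonist; strong numbers were not always called active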
Target sequence (P47898 whole entry, looked up): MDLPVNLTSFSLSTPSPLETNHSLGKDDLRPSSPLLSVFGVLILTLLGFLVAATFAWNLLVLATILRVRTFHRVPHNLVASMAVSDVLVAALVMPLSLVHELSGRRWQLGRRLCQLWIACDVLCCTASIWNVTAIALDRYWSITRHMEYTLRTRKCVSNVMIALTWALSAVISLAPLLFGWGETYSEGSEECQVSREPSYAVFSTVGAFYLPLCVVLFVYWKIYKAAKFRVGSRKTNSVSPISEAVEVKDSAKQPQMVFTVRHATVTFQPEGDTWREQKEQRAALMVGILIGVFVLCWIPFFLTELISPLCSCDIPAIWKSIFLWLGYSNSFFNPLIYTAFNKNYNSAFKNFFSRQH
V-ATPase pHluor: regulators of yeast V-ATPase proton transport; S. cerevisiae, pHLuorin cytosolic pH fluorescence; response, % at 10 µM; 0.37% of 350,000 active; in the data active means response mostly above about 7.3%, no sharp cut-off; inactive means mostly below about 5.4%; further: actives read high; inactives centre near 0; some compounds called inactive have numbers as strong as hits; reference of the scale not given here
PvdQ inh: P. aeruginosa PvdQ acylase inhibition; purified PvdQ acylase, fluorescence plate reader; inhibition, % at 10 µM; 0.063% of 340,000 active; in the data active means inhibition above about 30%, passing the limit was not always enough;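 further: 0% = vehicle neutral wells and 100% = reference inhibitor wells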
CDK5 p35 inh: CDK5/p35 (human) kinase inhibition; Recombinant CDK5/p35, ADP-Glo luminescence, 60 min; Q00535+Q15078; inhibition, % at 10 µM; 0.01% of 330,000 active;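 active means highest replicate inhibition of at least 50% and at least 75% of replicates reaching 50%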;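 further: plate controls were DMSO neutral control for no effect and GW8510 at 10 µM for full effect; many of its hits are not listed in these tables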
MITF TRPM1 HTS: increases MITF-driven TRPM1 promoter luciferase signal | 0.75% of 300,000 active | activation, % at 12.5 µM | SK-MEL-5 TRPM1-promoter luciferase, 24 h; % of positive control, neutral wells = 0;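 active means mean activation of at least 80% with every replicate also reaching 80%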;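 further: 0% = neutral control wells and 100% = parthenolide positive control wells; values of inactives mirror those of a sister screen read the other way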
HTR5A inv ag: counter-screen for OPRM1-OPRD1 inverse agonists: human HTR5A inverse agonism; 0.083% of 340,000 active; inhibition, % at 9.3 µM; HTR5A cell line, luminescence; in the data active means inhibition mostly above about 23%, no sharp cut-off; inactive means mostly below about 18%;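 further: 0% = cells with DMSO and 100% = no-cell wells with DMSO; some compounds called inactive have numbers as strong as hits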
SR-BI DiI inh: blocks mouse SR-BI lipid uptake from DiI-HDL; ldlA[mSR-BI] CHO cells, DiI-HDL uptake fluorescence, 3 h; inhibition, % at 12.5 µM; 0.96% of 320,000 active;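 active means mean replicate inhibition of at least 70% and a set share of replicates each scoring 70 or more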;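 further: 0% = median of neutral control wells and 100% = median of positive control wells; values of inactives mirror those of a sister screen read the other way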
Target sequence (Q61009 whole entry, looked up): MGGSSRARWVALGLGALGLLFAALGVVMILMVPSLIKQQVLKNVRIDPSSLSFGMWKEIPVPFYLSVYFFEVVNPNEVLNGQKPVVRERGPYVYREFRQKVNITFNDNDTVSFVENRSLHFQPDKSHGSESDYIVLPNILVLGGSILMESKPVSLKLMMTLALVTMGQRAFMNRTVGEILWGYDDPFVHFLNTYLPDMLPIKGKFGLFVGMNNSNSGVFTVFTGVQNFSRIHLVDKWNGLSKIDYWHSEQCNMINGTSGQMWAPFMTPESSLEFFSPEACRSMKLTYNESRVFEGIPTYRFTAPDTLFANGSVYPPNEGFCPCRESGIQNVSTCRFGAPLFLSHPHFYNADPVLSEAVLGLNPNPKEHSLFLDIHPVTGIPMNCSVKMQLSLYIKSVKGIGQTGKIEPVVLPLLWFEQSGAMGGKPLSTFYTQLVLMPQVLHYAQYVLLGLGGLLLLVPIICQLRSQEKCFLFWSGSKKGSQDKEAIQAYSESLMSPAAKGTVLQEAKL
NSD2 HMT inh: blocks human histone methyltransferase NSD2; NSD2 peptide methylation, AlphaScreen, 120 min; inhibition, % at 12.5 µM; 0.54% of 310,000 active; O96028; in the data active means inhibition above about 50%
dFosB activator: enhances mouse delta FosB homodimer DNA binding. purified delta FosB, TAMRA-CDK5 oligo fluorescence polarization; percent of positive-control signal above neutral wells. 0.99% of 340,000 active. activation, % at 25 µM. P13346;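 active means mean activation above about 17%, with every replicate also reaching it, limit read from the data, passing the limit was not always enough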;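 further: fluorescence polarization rise as delta FosB binds a TAMRA Cdk5 AP-1 oligo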
Wnt bcat act: activates Wnt/beta-catenin signaling in a reporter cell assay | activator, plate reader | activation, % at 9.35 µM | 1.2% of 300,000 active | AID 743398; in the data active means activation above about 30%, passing the limit was not always enough;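 further: 0% = neutral control wells and 100% = positive control wells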
Starred values were filed as active, the others as inactive; nt = no result given. Not a hit list. Share with any hit: about 5%.

Sample of the layout:
molecule	HTR5A ag ctr	V-ATPase pHluor	PvdQ inh	CDK5 p35 inh	MITF TRPM1 HTS	HTR5A inv ag	SR-BI DiI inh	NSD2 HMT inh	dFosB activator	Wnt bcat act
CC(C)CCN1CCN(Cc2ccc(Sc3nncn3C)o2)CC1CCO (stereo not drawn)	2	-3	-2	0.4	-5	-4	-1	1	-4	-3
COc1cccc(NC(=S)N2CCCN(Cc3ccc(F)cc3)C2)c1	33*	4	11	-1.4	-3	-14	nt	2	-9	1
CSc1cccc(NC(=O)CSc2ccc(C)cc2)c1	2	2	-8	1.1	26	34	-15	-1	0	4

The whole of this part, from the start:
molecule	HTR5A ag ctr	V-ATPase pHluor	PvdQ inh	CDK5 p35 inh	MITF TRPM1 HTS	HTR5A inv ag	SR-BI DiI inh	NSD2 HMT inh	dFosB activator	Wnt bcat act
CC(C)CCN1CCN(Cc2ccc(Sc3nncn3C)o2)CC1CCO (stereo not drawn)	2	-3	-2	0.4	-5	-4	-1	1	-4	-3
COc1cccc(NC(=S)N2CCCN(Cc3ccc(F)cc3)C2)c1	33*	4	11	-1.4	-3	-14	nt	2	-9	1
CSc1cccc(NC(=O)CSc2ccc(C)cc2)c1	2	2	-8	1.1	26	34	-15	-1	0	4
CCc1ccc(CN(C)CC(=O)Nc2ccccc2[N+](=O)[O-])cc1	10	2	-13	-3.4	12	2	-3	5	1	nt
CCOc1ccccc1CN1CCN(S(=O)(=O)CC)CC1	4	-3	-9	0.4	7	5	-14	nt	1	nt
CC1CCCCN1S(=O)(=O)c1ccc(S(=O)(=O)N2CCCC2)cc1 (stereo not drawn)	0	-3	9	-0.9	12	-7	-4	4	-1	-2
Cc1[nH]n(-c2ccccc2)c(=O)c1C(=O)c1ccc([N+](=O)[O-])cc1	-3	-2	-9	0.8	-10	8	-2	19	-6	1
CC1CN(C(=O)/C(=C/c2ccco2)NC(=O)c2ccccc2)CC(C)O1 (stereo not drawn)	-2	-55	-5	-0.4	9	-11	-19	1	-2	2
COc1ccccc1OCCn1c(=O)oc2ccc(C)cc21	1	0	0	1.9	-7	-10	19	nt	-2	-1
CCn1nc(C)c(CNC(=O)CCc2nnc(-c3ccc(C(C)=O)s3)o2)c1C	3	-3	-6	-2.5	1	1	-17	-2	-5	-1
c1cncc(-c2ccc3ncnc(NCc4cccs4)c3c2)c1	3	-1	-6	1.7	-8	-8	-20	nt	-37	2
CC1CN(Cc2ccccc2)c2nc3c(c(=O)[nH]c(=O)n3C)n2C1 (stereo not drawn)	2	-4	11	2.0	-1	5	2	0	-2	34*
CC(=O)N1c2ccc(S(=O)(=O)NCCC(=O)NCc3ccc(N(C)C)cc3)cc2CC1C (stereo not drawn)	7	-2	3	0.5	-6	-39	9	0	-5	-2
O=C(CCC(=O)OCCCC(F)(F)C(F)(F)F)Nc1ccc(Cl)cc1Cl	1	-3	-7	-0.8	5	-15	-6	-4	-3	nt
O=C(Nc1ccc(Br)cc1)C1CC(O)CN1C(=O)OCc1ccccc1 (stereo not drawn)	5	3	-15	-1.7	-7	-13	nt	-6	-12	-1
CC(C)C1Oc2cc3oc(=O)ccc3cc2C1=O (stereo not drawn)	5	-4	9	1.6	-14	-17	-16	0	-2	2
C=CCN1C(=O)C(O)(CC(=O)c2ccc(OC)cc2OC)c2cc(Br)ccc21 (stereo not drawn)	0	1	-18	-9.9	-5	-3	-6	-4	-12	-1
CCOc1ccc(Nc2cc(=O)n(C)c(=O)n2C)cc1	-3	-1	-9	1.1	-13	8	-15	2	-2	nt
CCSc1ccccc1-c1nc(-c2ccncc2)no1	-1	-1	-5	0.3	22	4	41	-5	-16	5
CCCC(=O)C1C(=O)CC(C)(C)C(c2cc(C)no2)C1=O (stereo not drawn)	2	6	7	0.0	-8	-16	-8	-2	0	-1
COCCOC(=O)C1=C(C)NC(=O)NC1c1ccc(OC(=O)c2ccco2)c(OC)c1 (stereo not drawn)	1	3	2	2.3	-8	-2	-13	nt	-3	nt
CS(=O)(=O)N(CC(=O)Nc1ccc(F)cc1F)C1CCCCC1	3	-1	-12	-0.4	-8	-9	nt	-4	-1	7
N#Cc1cccc(NC(=O)CCN2C(=O)C3CCCCC3C2=O)c1 (stereo not drawn)	0	-2	-16	-0.5	10	0	-15	-3	3	-1
Cc1cccc(C(=O)N2CCCCCC2)c1[N+](=O)[O-]	-1	-3	-8	0.0	3	2	-37	-1	1	nt
COCC(=O)N(c1ccccc1)C(C)C(=O)OC (stereo not drawn)	2	-1	-13	-2.1	-4	8	3	1	-4	-7
Cc1cc(=O)n(CCc2ccccc2)c(O)c1C#N	1	-2	-3	1.5	1	-3	4	12	-5	nt
O=C(Nc1ccc2c(c1)OCO2)C1CCCN1C(=O)Nc1ccccc1 (stereo not drawn)	0	3	-15	-0.5	-9	0	nt	5	-3	1
O=C(O)c1ccc(CP(=O)(c2ccccc2)c2ccccc2)cc1	-5	-2	-16	-1.8	nt	18	-8	-1	3	-1
CC(C)(C)NS(=O)(=O)c1ccc(NC(=O)C2CC(=O)N(CCc3ccc(F)cc3)C2)cc1 (stereo not drawn)	-3	-5	-5	1.1	0	-4	-4	6	-12	-4
COc1ccc(CCN2C(=O)CC(N3CCC(C(N)=O)CC3)C2=O)cc1OC (stereo not drawn)	0	7	-14	-0.2	nt	0	-11	-2	-3	0
O=C(CSc1nnc2ccccn12)NC(=O)NC1CCCCC1	1	0	-10	-1.0	2	-4	-15	-2	8	nt
COC(=O)c1cc(=O)n(Cc2ccc(F)cc2)c(=NCc2ccc(F)cc2)s1	-3	0	-7	0.0	-6	9	4	-3	-6	5
O=C(Nc1cccc(-c2nc3ccccc3[nH]2)c1)c1ccco1	2	-1	-9	0.4	33	-21	14	-2	-25	nt
CC(C(O)C12CC3CC(CC(C3)C1)C2)N1CCCCC1 (stereo not drawn)	3	1	8	0.8	16	-8	5	-1	-8	-9
O=C(CSc1nc2ccccc2[nH]1)Nc1nc(-c2ccc(Br)cc2)cs1	8	0	-13	-5.6	10	-24	28	-3	10	nt
CCC(C(N)=NCCc1ccc(OC)c(OC)c1)c1ccccc1 (stereo not drawn)	2	2	-2	0.9	-7	-6	18	-3	-1	1
O=C(CCN1C(=O)/C(=C/c2cccs2)SC1=S)Nc1cccc(C(=O)O)c1	1	8	0	-1.8	nt	-4	nt	18	-8	-1
Cc1cc(N2CCCCCC2)n2nc(C)c(-c3ccccc3)c2n1	-1	2	-7	0.5	19	4	21	-4	-7	-1
CN(C(=O)c1cccc(NC(=O)Cc2cccc(NC(=O)C3CCCN(C(=O)c4ccccc4)C3)c2)c1)C1CCC1 (stereo not drawn)	5	0	3	0.4	-15	-18	15	nt	-4	-1
O=C(CN1C(=O)/C(=C\c2ccccc2Cl)Sc2ccccc21)NCCCN1CCOCC1	4	-4	7	1.2	6	-16	-12	3	-11	-2
O=C(Nc1cccnc1)Nc1ccc2c(c1)OCO2	-2	3	-3	-1.7	nt	5	4	1	-2	nt
O=C(N/N=C/C1=Cc2ccccc2OC1)c1ccncc1	nt	-5	11	1.1	nt	nt	17	0	1	11
COc1cc2c(cc1OC)C(c1ccc(C(F)(F)F)cc1)CC(=O)N2 (stereo not drawn)	-1	-2	-14	3.5	-5	5	-1	-5	-6	1
Cc1ccc(-c2nnc(SCC(=O)NCC3CCCO3)n2C)cc1 (stereo not drawn)	-4	-1	-4	0.9	-9	-10	-18	0	0	nt
CSc1nc2c(c(=O)n1-c1ccc(C)cc1)SCC2	-2	3	-11	0.1	nt	5	17	-1	-1	3
CCC(=O)Nc1ccc(NC(=O)c2cccc3c(Br)cccc23)cc1	3	6	2	0.7	9	13	14	2	5	-1
CCOC(=O)c1oc2ccccc2c1NC(=O)CN1CCOCC1	-5	-2	-7	-0.3	4	14	17	-2	-13	-1
CCCCC(c1nnnn1CCOC)N1CCN(CC)CC1 (stereo not drawn)	1	-5	-9	0.2	-6	6	-8	nt	11	-2
COc1cccc(C2C(C(=O)c3ccc(C)o3)=C(O)C(=O)N2c2cc(C)on2)c1 (stereo not drawn)	3	5	-2	0.3	4	14	-4	8	-1	-1
CCN(Cc1nc(-c2ccc(OC)c(OC)c2)no1)C(=O)c1ccoc1C	4	0	-12	2.3	-4	-15	nt	2	-8	2
Cc1noc(C)c1COc1cccc(C(=O)Nc2cccnc2)c1	-8	0	-17	-1.8	3	22*	-2	1	-7	0
O=C(c1ccc2ccccc2c1)N1CCN(c2ccc(O)cc2)CC1	0	-1	-3	-0.3	-21	1	15	10	-7	-1
CC(C)NC(=O)NC(=O)COC(=O)c1ccccc1Oc1ccccc1	-2	-6	-18	-1.2	-4	-5	1	1	-8	-4
CCCNc1nc2c(c(=O)n(C)c(=O)n2C)n1CCc1ccccc1	3	3	6	0.2	-2	-6	60	2	-4	nt
CN(Cc1nccs1)C(=O)c1ccc2nc(Cc3ccccc3F)oc2c1	-4	11	0	-0.4	113*	9	-18	-1	0	26
CCc1nnc(NC(=O)CCC(=O)Nc2ccc(Cl)cc2)s1	-4	0	-2	0.5	4	2	-22	-6	5	-2
CCOC(=O)N1CCC(NS(=O)(=O)c2ccc3c(c2)oc(=O)n3C)CC1	9	-2	10	0.1	10	-29	4	-1	-7	6
CC1CCCCN1C(=O)Cn1cc(C#N)c2ccccc21 (stereo not drawn)	5	-3	-15	-1.5	-8	-17	6	5	2	nt
CC(C)CNS(=O)(=O)c1ccc(CCC(=O)N2CCN(Cc3ccc4c(c3)OCO4)CC2)cc1	3	3	-3	-0.9	-17	-12	25	1	-12	-1
Cc1ccccc1N=C1SCCN1C(=O)CN1C(=O)NC2(CCCC2)C1=O	11	2	-6	-0.4	4	17	-4	1	-10	-2

More results follow:
molecule	HTR5A ag ctr	V-ATPase pHluor	PvdQ inh	CDK5 p35 inh	MITF TRPM1 HTS	HTR5A inv ag	SR-BI DiI inh	NSD2 HMT inh	dFosB activator	Wnt bcat act
CCOc1ccc(C(C)=O)cc1CSc1nnc(-c2cccs2)n1CC1CCCO1 (stereo not drawn)	2	2	-11	-3.6	0	14	11	-1	-8	-4
O=C(COc1ccc(CO)cc1)Nc1ccc(F)cc1	-6	-1	3	-2.2	44	10	-17	-3	-4	nt
Cc1ccc(S(=O)(=O)NN2C(=O)/C(=C/c3cccc(F)c3)SC2=S)cc1	-3	0	-2	-0.3	1	10	-12	18	-14	1
CN(Cc1ccccc1)S(=O)(=O)c1ccc(NS(=O)(=O)Cc2ccccc2)cc1	3	-2	4	-2.7	-4	-30	3	-1	-1	nt
COc1ccc(OC)c(S(=O)(=O)N2CCN(c3ccc(F)cc3)CC2)c1	4	10	8	0.0	nt	10	-5	-4	-3	7
COc1ccc(/C=C\C(=O)c2c(O)ccc3c(C)cc(=O)oc23)cc1OC	-12	2	-4	0.5	nt	31	33	1	-13	-4
CCCC(c1nnnn1Cc1ccco1)N1CCN(c2cc(Cl)ccc2C)CC1 (stereo not drawn)	4	-2	-8	-0.9	1	-23	34	-2	-8	nt
Cc1ccc(C(C)C)c2oc(=O)cc(-c3ccc(-c4ccc(C(F)(F)F)cc4)cc3)c12	1	2	2	3.1	-11	-5	17	nt	1	-3
O=S(=O)(NC(=NCc1ccccc1)c1ccccc1F)c1ccccc1	-3	0	-6	-3.7	7	-22	1	7	2	1
